N-glyco inh = blocks N-linked glycosylation in D54 reporter cells; D54 ERlucT glycosylation luciferase reporter, 24 h; percent of 100 nM tunicamycin response; reporter increase, % at 12.5 µM; 360,000 compounds, 0.23% hits; AID 588692;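 active means mean luciferase reporter signal, scaled so untreated is 0 and the glycosylation-blocking control 100, at or above a set limit in every replicate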;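 further: luciferase carries N-glycosylation sites so blocking glycosylation raises the light; 0% = median of neutral control wells and 100% = median of 100 nM tunicamycin wells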
iPSC survival up = enhancers of human iPSC single-cell survival; hiPSC single-cell survival, ATPlite luminescence; 100% = ROCK inhibitor wells, 0% = DMSO; survival enhancement, % at 20 µM; 360,000 compounds, 0.044% hits; in the data active means survival enhancement above about 18%;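 further: cells exposed to compounds for 16 hours before the ATP read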
MC4R antagonist = blocks human MC4R cAMP signaling; P32245; inhibition, % at 6.5 µM; AID 540295; MC4R-expressing cells, MTII-stimulated cAMP, LANCE TR-FRET; 360,000 compounds, 0.48% hits;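 active means inhibition above its plate's cutoff, the mean of tested wells on that plate plus 3 SD, cut at about 29% in these data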;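 further: 0% = Melanotan II alone and 100% = Melanotan II plus saturating MCL0020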
Target sequence (P32245 whole entry, looked up): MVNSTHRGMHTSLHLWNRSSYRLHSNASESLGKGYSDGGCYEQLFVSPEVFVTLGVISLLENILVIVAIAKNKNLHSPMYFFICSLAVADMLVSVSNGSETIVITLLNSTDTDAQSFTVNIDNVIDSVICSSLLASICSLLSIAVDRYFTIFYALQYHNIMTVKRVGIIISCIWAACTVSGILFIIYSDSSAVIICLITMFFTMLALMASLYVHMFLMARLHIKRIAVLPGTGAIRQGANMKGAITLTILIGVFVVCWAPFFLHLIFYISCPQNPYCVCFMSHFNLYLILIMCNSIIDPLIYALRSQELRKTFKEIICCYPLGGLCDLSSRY
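Assay system: human MC4R-expressing U2OS cells; reagent: Melanotan II stimulation of cells; dosing: 6.5 µM single dose; timing: compound 30 min, challenge 1 h, detection 1 h; signal: TR-FRET cAMP assay; replicates: one well per compound, no replicates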
HTR2A ag = agonists of mouse serotonin 5-HT2A receptor (HTR2A) | AID 624169 | CHO-K1 mHTR2A beta-arrestin complementation, luminescence; percent of 30 µM serotonin response | activation, % at 7.6 µM | P35363 | 360,000 compounds, 0.66% hits;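 active means activation above a run cutoff, the mean activation of all tested compounds plus 3 SD, cut at about 14% in these data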;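 further: 0% = plate median of compound wells and 100% = 30 µM serotonin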
Target sequence (P35363 whole entry, looked up): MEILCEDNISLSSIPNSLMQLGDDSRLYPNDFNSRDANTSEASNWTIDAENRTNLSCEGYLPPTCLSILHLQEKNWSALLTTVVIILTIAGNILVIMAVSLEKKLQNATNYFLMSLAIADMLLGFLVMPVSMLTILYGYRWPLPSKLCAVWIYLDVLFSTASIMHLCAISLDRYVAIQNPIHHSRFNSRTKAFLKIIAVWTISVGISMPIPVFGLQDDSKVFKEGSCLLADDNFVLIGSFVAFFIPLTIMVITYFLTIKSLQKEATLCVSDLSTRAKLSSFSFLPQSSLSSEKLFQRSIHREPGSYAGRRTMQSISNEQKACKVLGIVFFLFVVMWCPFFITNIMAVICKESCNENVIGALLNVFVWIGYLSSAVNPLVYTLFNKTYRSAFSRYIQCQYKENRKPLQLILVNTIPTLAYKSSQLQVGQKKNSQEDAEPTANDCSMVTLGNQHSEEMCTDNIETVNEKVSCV
Granule exo inh = blocks lytic granule exocytosis; TALL-104 LAMP-1 surface exposure, flow cytometry; cells stimulated with thapsigargin and PMA; inhibition, % at 10 µM; 360,000 compounds, 0.66% hits;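 active means inhibition above about 55%, limit read from the data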
ABCB6 inh MLPCN = inhibitors of human ABC transporter ABCB6. Q9NP58. K562-ABCB6 porphyrin accumulation, flow cytometry, 1 h; active compounds read low. fluorescence ratio to DMSO, % at 10 µM. 360,000 compounds, 0.19% hits. AID 602162;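 active means fluorescence ratio to DMSO below 75%, the collection mean minus 3 SD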;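 further: signal is porphyrin accumulated inside mitochondria; 100% equals median channel fluorescence of DMSO control wells; lower ratio means ABCB6 inhibition with less porphyrin fluorescence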
MC4R barr agon = activates human MC4R beta-arrestin recruitment; P32245; U2OS MC4R beta-arrestin complementation, luminescence; percent of melanotan II response, DMSO zero; activation, % at 8.9 µM; 360,000 compounds, 0.98% hits; AID 540308;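 active means activation above a per-plate cutoff, the mean activation of sample wells on that plate plus 3 SD, cut at about 8% in these data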
aDG glyco act = increases alpha dystroglycan glycosylation; Pro5-aDG cells, alpha-DG glycosylation AlphaScreen (IIH6); 0% Pro5, 100% B10-LARGE cell signal; activation, % at 10 µM; 360,000 compounds, 0.22% hits; AID 624168;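 active means activation of at least 8% versus controls, or a plate z-score of at least 8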;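 further: Pro5 are CHO cells carrying HIG-tagged alpha-DG that lacks glycosylation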
H9c2 protect = protects H9c2 cardiomyocytes from peroxide injury; H2O2 injury protection, ATPLite, 2 h; protection from H2O2 cell death, % at 20 µM; 360,000 compounds, 0.63% hits;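 active means compounds giving at least 50% protection of heart cells from peroxide-induced death in the single-dose screen, raw or plate-pattern-corrected value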;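 further: 0% = DMSO wells with peroxide and 100% = DMSO wells without peroxide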
ABHD5 PLIN5 PPI = ABHD5-PLIN5 protein interaction inhibition; Q00G26+Q8WTS1; 360,000 compounds, 0.78% hits; inhibition, % at 4 µM; Split G. princeps luciferase complementation, luminescence, 4 h; AID 602281;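 active means inhibition above the mean inhibition across every tested compound plus 3 SD, cut at about 22% in these data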;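 further: 0% = DMSO only wells and the 100% control is not disclosed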
* hit, by the source's call.

For COCCN(C(=S)Nc1ccc(OC)c(Cl)c1)C1CCN(C(C)=O)CC1 the results were N-glyco inh 1, iPSC survival up 1.6, MC4R antagonist -5, HTR2A ag 1, Granule exo inh 2, ABCB6 inh MLPCN 96, MC4R barr agon -0.3, aDG glyco act -0.3, H9c2 protect 2 and ABHD5 PLIN5 PPI -6.
For CN(/N=C/c1cc(Cl)cc(Cl)c1O)C(=S)NC(C)(C)C the results were N-glyco inh 0, iPSC survival up -0.4, MC4R antagonist 8, HTR2A ag 0, Granule exo inh -11, ABCB6 inh MLPCN 100, MC4R barr agon -2.0, aDG glyco act 0.0, H9c2 protect -2 and ABHD5 PLIN5 PPI -5.
Screening Cc1cc(C)n2nc(C(=O)OCCOc3cccc(Br)c3)nc2n1 returned N-glyco inh 0, iPSC survival up -1.0, MC4R antagonist -2, HTR2A ag 1, Granule exo inh 0, ABCB6 inh MLPCN 96, MC4R barr agon -2.1, aDG glyco act 0.0, H9c2 protect -1 and ABHD5 PLIN5 PPI 0.
COc1ccc(C(=O)CSc2nnc(CN3CCCCC3)n2-c2ccc(F)cc2)cc1OC was read as N-glyco inh -2, iPSC survival up -0.6, MC4R antagonist -1, HTR2A ag -4, Granule exo inh -3, ABCB6 inh MLPCN 93, MC4R barr agon -0.9, aDG glyco act -0.1, H9c2 protect 4 and ABHD5 PLIN5 PPI 0.
Screening CCOC(=O)c1cccc(NC(=O)C2CCN(c3ncnc4c3nc3n4CCCCC3)CC2)c1 returned N-glyco inh -1, iPSC survival up 0.0, MC4R antagonist 4, HTR2A ag -3, Granule exo inh -4, ABCB6 inh MLPCN 97, MC4R barr agon -1.6, aDG glyco act 0.2, H9c2 protect 0 and ABHD5 PLIN5 PPI 0.
CC1(C(=O)N2CCCCC2)CCN1C(=O)Cc1ccc(-c2ccccc2)cc1 (stereo unspecified) was read as N-glyco inh 0, iPSC survival up -0.3, MC4R antagonist -3, HTR2A ag 3, Granule exo inh -1, ABCB6 inh MLPCN 94, MC4R barr agon -0.8, aDG glyco act -0.1, H9c2 protect -2 and ABHD5 PLIN5 PPI 0.
O=S(=O)(Nc1ccc(-c2csc(-c3ccccc3)n2)cc1)c1ccccc1 was read as N-glyco inh -2, iPSC survival up -0.4, MC4R antagonist 8, HTR2A ag 18*, Granule exo inh -6, ABCB6 inh MLPCN 97, MC4R barr agon 1.7, aDG glyco act 0.1, H9c2 protect -14 and ABHD5 PLIN5 PPI -4.
CC1(C)CC(=O)C2=C(C1)N=C1SCCC(=O)N1C2c1ccc(C(F)(F)F)cc1 (stereo unspecified) was read as N-glyco inh -2, iPSC survival up -2.2, MC4R antagonist 13, HTR2A ag -5, Granule exo inh -1, ABCB6 inh MLPCN 99, MC4R barr agon 2.7, aDG glyco act 0.1, H9c2 protect -7 and ABHD5 PLIN5 PPI -7.
For COc1ccc(CN2CCNC(=O)C2CC(=O)NCC2CCOCC2)c(C)c1C (stereo unspecified) the results were N-glyco inh 1, iPSC survival up -0.4, MC4R antagonist 15, HTR2A ag -1, Granule exo inh 2, ABCB6 inh MLPCN 101, MC4R barr agon -0.5, aDG glyco act -0.1, H9c2 protect 1 and ABHD5 PLIN5 PPI 4.
CCCC(=O)c1cc(F)c(N2CCN(S(=O)(=O)c3ccccc3)CC2)cc1C was read as N-glyco inh -6, iPSC survival up 2.4, MC4R antagonist 11, HTR2A ag 2, Granule exo inh 3, ABCB6 inh MLPCN 97, MC4R barr agon -1.8, aDG glyco act 0.6, H9c2 protect -4 and ABHD5 PLIN5 PPI 0.
Screening COc1cc(C2C(C#N)=C(N)N(N(C)C)C3=C2C(=O)CCC3)ccc1O (stereo unspecified) returned N-glyco inh 0, iPSC survival up -0.2, MC4R antagonist 4, HTR2A ag -3, Granule exo inh -9, ABCB6 inh MLPCN 88, MC4R barr agon 0.6, aDG glyco act -0.2, H9c2 protect -1 and ABHD5 PLIN5 PPI 1.
`CC(C)(C)CC(=O)Nc1cc2c3c(c1)CCN3C(=O)CC2` gave N-glyco inh 1, iPSC survival up -0.1, MC4R antagonist -2, HTR2A ag 5, Granule exo inh -10, ABCB6 inh MLPCN 102, MC4R barr agon -1.2, aDG glyco act -0.2, H9c2 protect 4 and ABHD5 PLIN5 PPI 0.
For CCC(=O)n1nc(-c2ccco2)nc1N the results were N-glyco inh -2, iPSC survival up -2.4, MC4R antagonist 13, HTR2A ag 5, Granule exo inh 5, ABCB6 inh MLPCN 94, MC4R barr agon -1.5, aDG glyco act 0.1, H9c2 protect 2 and ABHD5 PLIN5 PPI 8.
`Cn1ccnc1SCC(=O)Nc1cccc([N+](=O)[O-])c1` gave N-glyco inh 1, iPSC survival up 0.7, MC4R antagonist 4, HTR2A ag 2, Granule exo inh -1, ABCB6 inh MLPCN 97, MC4R barr agon 2.0, aDG glyco act 0.0, H9c2 protect 27 and ABHD5 PLIN5 PPI 1.
For O=C1[C@@H]2[C@@H]3C[C@@H]([C@H]4ON=C(c5ccc(OCc6ccccc6)cc5)[C@@H]34)[C@@H]2C(=O)N1c1ccc2c(c1)OCO2 the results were N-glyco inh -2, iPSC survival up -1.3, MC4R antagonist 6, HTR2A ag 1, Granule exo inh 0, ABCB6 inh MLPCN 102, MC4R barr agon -0.9, aDG glyco act 0.1, H9c2 protect -7 and ABHD5 PLIN5 PPI 1.
Cc1nc(Cl)sc1C(=O)Nc1ccc(C(F)(F)F)cc1 was read as N-glyco inh -3, iPSC survival up -0.3, MC4R antagonist 4, HTR2A ag -2, Granule exo inh -1, ABCB6 inh MLPCN 105, MC4R barr agon 4.1, aDG glyco act 0.2, H9c2 protect -8 and ABHD5 PLIN5 PPI 10.
Cc1cc(NC(=S)N(CCN2CCCCC2)Cc2ccco2)ccc1Cl was read as N-glyco inh -1, iPSC survival up -0.6, MC4R antagonist 14, HTR2A ag -7, Granule exo inh 4, ABCB6 inh MLPCN 92, MC4R barr agon 2.0, aDG glyco act 1.7, H9c2 protect -23 and ABHD5 PLIN5 PPI 6.
`CCOc1ccc(C(=O)NCC(=O)OCC(=O)N2CCCCC2)cc1` gave N-glyco inh 1, iPSC survival up 2.3, MC4R antagonist 9, HTR2A ag 0, Granule exo inh 0, ABCB6 inh MLPCN 146, MC4R barr agon -1.3, aDG glyco act 0.0, H9c2 protect 2 and ABHD5 PLIN5 PPI -4.
Cc1ccc(CSc2nnc([C@@H]3CCCN3)o2)cc1 was read as N-glyco inh 2, iPSC survival up 3.0, MC4R antagonist 2, HTR2A ag -5, Granule exo inh 5, ABCB6 inh MLPCN 92, MC4R barr agon -2.2, aDG glyco act -0.1, H9c2 protect -1 and ABHD5 PLIN5 PPI -1.
CN(C)C(=S)c1ccc2ccccc2n1 was read as N-glyco inh 1, iPSC survival up 1.2, MC4R antagonist -2, HTR2A ag -2, Granule exo inh -3, ABCB6 inh MLPCN 98, MC4R barr agon -0.8, aDG glyco act 0.2, H9c2 protect -1 and ABHD5 PLIN5 PPI -5.

Quoted at random: 2 compounds from above
CC1(C(=O)N2CCCCC2)CCN1C(=O)Cc1ccc(-c2ccccc2)cc1 (stereo unspecified) was read as N-glyco inh 0, iPSC survival up -0.3, MC4R antagonist -3, HTR2A ag 3, Granule exo inh -1, ABCB6 inh MLPCN 94, MC4R barr agon -0.8, aDG glyco act -0.1, H9c2 protect -2 and ABHD5 PLIN5 PPI 0.
For CN(/N=C/c1cc(Cl)cc(Cl)c1O)C(=S)NC(C)(C)C the results were N-glyco inh 0, iPSC survival up -0.4, MC4R antagonist 8, HTR2A ag 0, Granule exo inh -11, ABCB6 inh MLPCN 100, MC4R barr agon -2.0, aDG glyco act 0.0, H9c2 protect -2 and ABHD5 PLIN5 PPI -5.

Among those listed so far, these have a CF3 group:
CC1(C)CC(=O)C2=C(C1)N=C1SCCC(=O)N1C2c1ccc(C(F)(F)F)cc1 (stereo unspecified) was read as N-glyco inh -2, iPSC survival up -2.2, MC4R antagonist 13, HTR2A ag -5, Granule exo inh -1, ABCB6 inh MLPCN 99, MC4R barr agon 2.7, aDG glyco act 0.1, H9c2 protect -7 and ABHD5 PLIN5 PPI -7.
Cc1nc(Cl)sc1C(=O)Nc1ccc(C(F)(F)F)cc1 was read as N-glyco inh -3, iPSC survival up -0.3, MC4R antagonist 4, HTR2A ag -2, Granule exo inh -1, ABCB6 inh MLPCN 105, MC4R barr agon 4.1, aDG glyco act 0.2, H9c2 protect -8 and ABHD5 PLIN5 PPI 10.

New compounds follow
COc1cccc(-c2nnc(SCC(=O)OC(C)C)n2N)c1 was read as N-glyco inh 3, iPSC survival up -1.4, MC4R antagonist 12, HTR2A ag 0, Granule exo inh 3, ABCB6 inh MLPCN 98, MC4R barr agon -2.0, aDG glyco act 0.3, H9c2 protect 1 and ABHD5 PLIN5 PPI -3.
For CCOc1ccc(OCCCC(=O)N2CCN(S(=O)(=O)c3ccc(Cl)cc3)CC2)cc1 the results were N-glyco inh 0, iPSC survival up -0.5, MC4R antagonist 14, HTR2A ag -3, Granule exo inh 0, ABCB6 inh MLPCN 94, MC4R barr agon -2.7, aDG glyco act 0.2, H9c2 protect -10 and ABHD5 PLIN5 PPI 3.
For O=C(O)CCN=Cc1c(O)c2ccccc2oc1=O the results were N-glyco inh -1, iPSC survival up 0.1, MC4R antagonist 17, HTR2A ag 3, Granule exo inh 7, ABCB6 inh MLPCN 104, MC4R barr agon -0.1, aDG glyco act -0.2, H9c2 protect -6 and ABHD5 PLIN5 PPI 5.
For COc1ccc(NC(=O)c2ccc(-n3c(C)ccc3C)cc2)c(OC)c1 the results were N-glyco inh 5, iPSC survival up -0.8, MC4R antagonist -4, HTR2A ag -3, Granule exo inh 1, ABCB6 inh MLPCN 95, MC4R barr agon -0.4, aDG glyco act 0.6, H9c2 protect -5 and ABHD5 PLIN5 PPI 6.
Cc1ccc(C(=O)N2CCN(C(=O)CN3CCCC3)C2)cc1 was read as N-glyco inh 0, iPSC survival up 12, MC4R antagonist -5, HTR2A ag -1, Granule exo inh -3, ABCB6 inh MLPCN 103, MC4R barr agon -1.1, aDG glyco act 0.0, H9c2 protect 5 and ABHD5 PLIN5 PPI -6.
For CN(CC(=O)Nc1ccc(F)cc1[N+](=O)[O-])Cc1ccccc1 the results were N-glyco inh -2, iPSC survival up 0.2, MC4R antagonist 7, HTR2A ag -1, Granule exo inh -8, ABCB6 inh MLPCN 97, MC4R barr agon -1.3, aDG glyco act -0.2, H9c2 protect -7 and ABHD5 PLIN5 PPI -1.
O=C(c1cc2ccccc2oc1=O)N1CCSC1c1ccco1 (stereo unspecified) was read as N-glyco inh -1, iPSC survival up -1.2, MC4R antagonist -2, HTR2A ag -4, Granule exo inh -3, ABCB6 inh MLPCN 92, MC4R barr agon -2.1, aDG glyco act -0.2, H9c2 protect 1 and ABHD5 PLIN5 PPI -6.
For CCOC(=O)c1sc(N)c(C(=O)Nc2ccccc2OC)c1C the results were N-glyco inh 13, iPSC survival up 0.5, MC4R antagonist -5, HTR2A ag -3, Granule exo inh -3, ABCB6 inh MLPCN 101, MC4R barr agon 3.4, aDG glyco act -0.4, H9c2 protect 4 and ABHD5 PLIN5 PPI -11.

Screening data (PubChem BioAssay)
